Salmonella PhoP GFP: PhoP regulon inhibitors, Salmonella typhi PhoP promoter GFP reporter, confirmatory (AID 1850); Salmonella Typhi PhoP-promoter GFP reporter, fluorescence, 4 h; higher % means a stronger effect; inhibition, % at 50 µM; hits with a dose series show IC50 in µM; hit rate 0.33% among 310,000; in the data active = a potency from the dose series; inconclusive = inhibition mostly from about 25% at the one dose, without a potency; inactive = the rest, 99 in 100 with inhibition below about 19%;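 also: 0% = induced wells with vehicle and 100% = uninduced wells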
inhibitors of VEEV: inhibitors of VEEV TC-83 cytopathic effect, confirmation, Vero cells (AID 588727); Vero cells, VEEV TC-83 cytopathic effect inhibition; higher % means a stronger effect; one-dose inhibition, % at 20 µM; IC50 in µM for titrated hits; hit rate 0.13% among 350,000; in the data active = a potency from the dose series; inconclusive = inhibition mostly from about 14% at the one dose, without a potency; inactive = the rest, 99 in 100 with inhibition below about 12%; also: strong numbers were not always called active
tuberculosis growth: growth inhibition of non-replicating M. tuberculosis (AID 488890) | Mycobacterium tuberculosis non-replicating, growth inhibition; higher % means a stronger effect | inhibition, % at 25 µM, or IC50 in µM where a hit was titrated | hit rate 0.39% among 320,000; in the data active = a potency from the dose series; inconclusive = inhibition mostly from about 82% at the one dose, without a potency; inactive = the rest, 99 in 100 with inhibition below about 76%;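 also: plate controls were DMSO cells for no effect and high antibiotic wells for full effect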
M. tuberculosis HTS: M. tuberculosis growth inhibition, HTS (AID 449762) | M. tuberculosis H37Rv growth inhibition, 7H9 media; higher % means a stronger effect | inhibition, % at 25 µM, or IC50 in µM where a hit was titrated | hit rate 0.59% among 330,000; in the data active = a potency from the dose series; inconclusive = inhibition above about 70% without an active follow-up result;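 also: bacterial growth assessed after seven days of incubation; strong numbers were not always called active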
influenza NS1A: H1N1 influenza NS1A inhibitors, functional cell based assay (AID 504329); NS1A functional cell-based assay, percent inhibition; higher % means a stronger effect; inhibition, % at 12.5 µM, or IC50 in µM where a hit was titrated; hit rate 0.3% among 340,000; in the data active = a potency from the dose series; inconclusive = inhibition above about 27% without an active follow-up result; also: strong numbers were not always called active
inhibitors of VEEV 10K pilot screen: recorded beside inhibitors of VEEV, whose call it bears; inhibition, %; measured here: 10K pilot screen inhibition
Starred values were filed as active, the others as inactive; i = inactive; ? = inconclusive; nt = not tested or not shown. This is a random part of the collection; any-hit rate near 1.5%.

SMILES	Salmonella PhoP GFP	inhibitors of VEEV	tuberculosis growth	M. tuberculosis HTS	influenza NS1A	others
COc1ccc(N=C2S/C(=C\c3cc(C)n(C)c3C)C(=O)N2CC(C)C)cc1	-2%	0.7%	14%	5%	5%
C/C(=N\NC(=O)c1cccc(S(=O)(=O)N2CCCC2)c1)c1ccc(F)cc1	8%	3.1%	26%	-4%	-3%
Cc1cc(C)n(-c2nc3ccccc3nc2N2CCN(S(=O)(=O)c3cccc(C#N)c3)CC2)n1	19%	2.4%	9%	8%	-3%
O=C(NCC1COc2ccccc2O1)C1C2C=CC3(CN(Cc4ccccc4Cl)C(=O)C13)O2 (stereo not given)	-6%	7.2%	12%	-1%	5%	inhibitors of VEEV 10K pilot screen=3.9
CCCCn1c(N)c(N(CCOC)C(=O)COC(=O)C(C)(C)Oc2ccc(Cl)cc2)c(=O)[nH]c1=O	4%	8.9%	-6%	-6%	-2%
CSCCC(C(=O)OC1CCOC1=O)N1C(=O)c2ccccc2C1=O (stereo not given)	-28%	0.6%	-8%	7%	-2%
CCCC(c1nnnn1CCOC)N1CCN(Cc2ccccc2)CC1 (stereo not given)	-7%	0.1%	-2%	-1%	-4%
CCOc1ccc(C2C=C(c3ccccc3)Nc3nnnn32)cc1 (stereo not given)	-5%	0.3%	66%	4%	2%	inhibitors of VEEV 10K pilot screen=1.7
CC1(C)C[C@@H]1C(=O)N/C(=C\CCCCSC[C@H](N)C(=O)O)C(=O)O	-9%	0.5%	-3%	-1%	1%
COc1ccc(-n2nc3c(c2NC(=O)c2ccccc2S(=O)(=O)C(F)F)CS(=O)(=O)C3)cc1	-10%	1.1%	-6%	-6%	-10%
Cc1nc2ccc(Br)cn2c1C(=O)N/N=C\c1ccccc1[N+](=O)[O-]	-1%	2.8%	-16%	1%	nt
COC(=O)C1(C)NC(c2ccc(O)cc2)C2C(=O)N(c3ccccc3)C(=O)C21 (stereo not given)	-3%	0.5%	0%	1%	0%
O=NN(CCc1ccncc1)c1ccc(OCc2ccccc2)cc1	6%	i	75%	14%	-8%
CC(=O)NC(c1cccs1)c1cc([N+](=O)[O-])c2cccnc2c1O (stereo not given)	32µM*	9.2%	58%	16%	?
C=C1N(C)c2cc([N+](=O)[O-])c(N)cc2C1(C)C	9%	0.8%	74%	34%	21%
CC(C)CCn1c(N2CCOCC2)nc2c1c(=O)n(CC(N)=O)c(=O)n2C	-5%	1.2%	3%	-1%	-7%
CCOC(=O)N1CCC(NC(=O)c2cccn3c(=O)c4cc(Br)ccc4nc23)CC1	5%	i	-8%	8%	-3%
O=C(Cn1nnc(-c2ccccc2)n1)N=Nc1c(O)[nH]c2ccccc12	7%	1.6%	-5%	-1%	-3%
CCOC(=O)C1CCCN(C(=O)CN2C(=O)c3ccccc3C2=O)C1 (stereo not given)	-2%	i	-8%	-10%	-5%
CCc1c(C)nc2c(Br)cccc2c1SCCC#N	-2%	0.3%	43%	2%	1%

For reference, five of the compounds above:
SMILES	Salmonella PhoP GFP	inhibitors of VEEV	tuberculosis growth	M. tuberculosis HTS	influenza NS1A	others
COc1ccc(N=C2S/C(=C\c3cc(C)n(C)c3C)C(=O)N2CC(C)C)cc1	-2%	0.7%	14%	5%	5%
C/C(=N\NC(=O)c1cccc(S(=O)(=O)N2CCCC2)c1)c1ccc(F)cc1	8%	3.1%	26%	-4%	-3%
Cc1cc(C)n(-c2nc3ccccc3nc2N2CCN(S(=O)(=O)c3cccc(C#N)c3)CC2)n1	19%	2.4%	9%	8%	-3%
O=C(NCC1COc2ccccc2O1)C1C2C=CC3(CN(Cc4ccccc4Cl)C(=O)C13)O2 (stereo not given)	-6%	7.2%	12%	-1%	5%	inhibitors of VEEV 10K pilot screen=3.9
CCCCn1c(N)c(N(CCOC)C(=O)COC(=O)C(C)(C)Oc2ccc(Cl)cc2)c(=O)[nH]c1=O	4%	8.9%	-6%	-6%	-2%

Other compounds:
SMILES	Salmonella PhoP GFP	inhibitors of VEEV	tuberculosis growth	M. tuberculosis HTS	influenza NS1A	others
O=C(COC(=O)/C=C/c1ccc(F)cc1)NC1CCS(=O)(=O)C1 (stereo not given)	nt	0.7%	nt	nt	-5%
Cc1nn(C)c(C)c1S(=O)(=O)N1CCC(C(=O)NC2CCCCC2)CC1	12%	i	nt	-9%	-3%
Cc1nn(-c2ccccc2)c(C)c1/C=N/NC(=O)c1cc(-c2cccs2)[nH]n1	-8%	?	nt	?	5%
O=c1[nH]c(SCc2c(Cl)cccc2Cl)nc2ccccc12	-10%	0.1%	-22%	-5%	-4%
Cc1nn(Cc2ccc(C(=O)Nc3ccccc3C(F)(F)F)o2)c(C)c1Br	-13%	0.1%	24%	2%	-9%
COc1ccc(NC(=O)CCCN2C(=O)CN(C)C2=O)c(OC)c1	nt	1.2%	14%	24%	22%
Cn1c(N)c(C(=O)COC(=O)/C=C/c2ccc(Cl)cc2)c(=O)n(C)c1=O	nt	5.5%	11%	-6%	-12%
O=C(CCn1c(=S)[nH]c2ccccc2c1=O)NCCSCc1ccccc1	2%	1.4%	-7%	6%	-9%
CN(C)c1ccc(NC(=O)CCCCCn2nnc3ccccc3c2=O)cc1	4%	i	2%	2%	7%
CC(Sc1cccc[n+]1[O-])C(=O)Nc1cc(Cl)c(Cl)cc1Cl (stereo not given)	nt	i	-5%	-10%	-2%
CCC(=O)c1ccc(OCC(=O)N(CC)CC2COc3ccccc3O2)cc1 (stereo not given)	nt	5.7%	nt	nt	-6%
c1ccc(C2CC2)c(OCC2=NCCN2)c1	13%	i	5%	22%	-7%
NC(=O)Cn1cnc2c(nnn2-c2ccc(F)cc2)c1=O	6%	0.5%	-9%	-6%	1%
CON(C)C(=O)Nc1ccc(Cl)cc1	-10%	i	-4%	-8%	-3%
CCCCc1nnc(NC(=O)C=C(C)C)s1	4%	6.0%	6%	-6%	17%
COc1ccc(NC(=O)CN(C)C(=O)Cc2ccsc2)cc1	-5%	2.1%	10%	7%	12%
Cc1ccc(C(=O)C2=C(O)C(=O)N(Cc3cccnc3)C2c2ccc(Br)cc2)o1 (stereo not given)	2%	i	-26%	-5%	-1%
Cc1cc(C)nc(SCC(=O)N/N=C/c2cccc([N+](=O)[O-])c2)n1	4%	0.5%	26%	14%	-4%
O=C(c1ccc2c(c1)OCCO2)N(c1ccccn1)C1CCCCC1	-10%	2.2%	2%	-3%	-4%
CCOc1ncccc1C(=O)OCC(=O)Nc1ccc2c(c1)OCO2	-4%	0.2%	3%	1%	6%	inhibitors of VEEV 10K pilot screen=0.5
CS(=O)(=O)c1ncc(Cl)c(C(=O)Nc2ccc3ccccc3c2)n1	nt	6.9%	nt	nt	-1%
CCC(=O)Nc1nc(C)c(C(=O)Nc2cccc(Cl)c2)s1	-5%	11%	9%	-2%	21%
O=C1OC(c2ccccc2)Sc2ccccc21 (stereo not given)	nt	i	nt	nt	-1%
O=C(Cc1ccccc1)NCC(=O)OCC(=O)c1ccc(Cl)cc1	-8%	3.0%	3%	-6%	-11%
Cc1cc(=O)[nH]c(SCC(=O)Nc2ccc(N3CCCCC3)cc2)n1	nt	1.0%	0%	4%	-11%
COc1ccc(-c2noc(C3CCCN(S(=O)(=O)c4cccc(Cl)c4C)C3)n2)cc1OC (stereo not given)	-4%	2.7%	-6%	-6%	19%	inhibitors of VEEV 10K pilot screen=6.0
O=C(NC1CCCCC1)C(c1ccc(F)cc1)N(CCN1CCOCC1)C(=O)c1ccc(-c2ccccc2)[nH]1 (stereo not given)	-3%	0.5%	4%	42%	-2%	inhibitors of VEEV 10K pilot screen=0.8
CCN(C(=O)Cn1c(=O)n(Cc2ccccc2)c(=O)c2ccccc21)c1cccc(C)c1	-8%	4.4%	17%	2%	2%
CC(=O)NC1CCCN(O)C(=O)/C=C(\C)CCOC(=O)C(NC(C)=O)CCCN(O)C(=O)/C=C(\C)CCOC(=O)C(NC(C)=O)CCCN(O)C(=O)/C=C(\C)CCOC1=O (stereo not given)	-12%	nt	-13%	-1%	nt
O=C(CN1N=C(c2ccccc2)CCC1=O)NCc1cccs1	3%	0.9%	-21%	-6%	-6%
Cc1cc(C)nc(SCc2nnc(SCC(=O)Nc3nc(-c4ccccc4)cs3)n2C)n1	-5%	4.3%	51%	64%	7%
Cc1ccc(NC(=O)Cn2c(=O)oc3ccccc32)cc1C	-5%	0.1%	10%	0%	-1%
CCOC(=O)c1ccc(NC(=O)c2cc3ccccc3o2)cc1	0%	0.6%	?	?	-2%	inhibitors of VEEV 10K pilot screen=0.7
CCOC(=O)C1=C(C)N(CCCC(=O)O)C(=O)NC1C(CC)CC (stereo not given)	-3%	0.2%	1%	-3%	-10%
CC1(C)Cc2c(sc3nc(=S)[nH]c(N)c23)CO1	-17%	nt	11%	-1%	nt
CCCCCCCC(=O)NNC(=O)c1ccc(F)cc1	3%	1.4%	86%	5%	5%
COc1cc2c(cc1OC)C(COc1ccccc1OC)N(C(=O)C(C)C)CC2 (stereo not given)	4%	5.8%	10%	-8%	7%
CCN(CC)c1ccc(/C=N\N2CCN(Cc3ccc(C)cc3)CC2)cc1	7%	0.1%	9%	38%	22%
CC1(C)CCCN(C(=O)N2c3ccccc3Sc3ccccc32)C1	-8%	0.7%	15%	-4%	19%
CC(=O)N1CCN(c2ccc(NC(=O)c3ccc4c(c3)OCO4)cc2)CC1	1%	0.6%	5%	0%	-4%
COc1ccccc1/C=C/C(=O)NC(=S)NC(C)C	2%	8.9%	-10%	15%	4%
COc1ccc([N+](=O)[O-])cc1NCc1cccnc1	8%	1.1%	-3%	0%	-11%
O=C(OCC(=O)N1CCOCC1)c1ccc(Cl)nc1	-10%	i	-9%	-11%	2%
O=c1[nH]cnc2sc3c(c12)CCN(Cc1ccccc1)C3	-23%	1.4%	-1%	10%	-2%
CC(=O)O[C@H]1C[C@@H]2CC[C@@H]3[C@H](CC[C@@]4(C)[C@H]3C[C@H]([N+]3(C)CCCCC3)[C@@H]4OC(C)=O)[C@@]2(C)C[C@@H]1[N+]1(C)CCCCC1	-26%	0.2%	6%	-9%	5%
CCc1nnc(NC(=O)CSc2nccn2-c2cccc(C)c2)s1	-10%	i	27%	-4%	-12%	inhibitors of VEEV 10K pilot screen=0.2
CC1=NN(C(N)=S)C(=O)C1N=Nc1c(C)cc(C)cc1C (stereo not given)	6%	0.9%	?	?	1%
Cc1nc(C(F)(F)F)ccc1C(=O)Nc1ccccc1F	6%	2.3%	-17%	-4%	5%
COc1cc(-c2nnc(SCC(=O)NC3CCS(=O)(=O)C3)o2)cc(OC)c1OC (stereo not given)	1%	0.7%	-3%	-7%	0%
Cc1ccc(SCC(=O)NNC(=O)c2ccccc2)c(C)c1	4%	0.4%	10%	-9%	-8%
COc1c(Cl)cc(Cl)cc1C(=O)n1nc(C)cc1C	-9%	0.4%	7%	3%	-3%
O=C(CCNC(=O)c1ccccc1Cl)Nc1nc2ccccc2s1	16%	1.2%	-15%	13%	14%
CNC(=O)CN(C1CCCCC1)S(=O)(=O)c1ccc(F)cc1	10%	6.2%	-20%	-18%	0%
Fc1cc(F)cc(NC(=S)N2CCN(c3ncccn3)CC2)c1	-6%	1.2%	13%	-5%	-3%
CCCCOP(=O)(c1ccc(N(C)C)cc1)C(O)c1ccccc1F (stereo not given)	-18%	i	22%	5%	2%
CC(=O)Nc1ccc(S(=O)(=O)N2CCN(S(=O)(=O)N3CCC(C)CC3)CC2)cc1	14%	0.3%	-6%	8%	10%
COC(=O)c1c(O)cc(C(C)(C)C)n(-c2ccc(F)cc2)c1=O	-4%	i	17%	-9%	16%
Cc1cnc(NC(=O)c2cc3ccccc3o2)s1	1%	2.1%	-8%	?	-10%
NS(=O)(=O)c1ccc(Nc2ccc3cc(S(=O)(=O)N4CCCCC4)ccc3n2)cc1	-13%	13%	9%	8%	0%
COc1ccc(CC(=O)NCc2ccc3c(c2)cc(C)n3C)cc1	-11%	6.9%	73%	35%	2%

Following part.
SMILES	Salmonella PhoP GFP	inhibitors of VEEV	tuberculosis growth	M. tuberculosis HTS	influenza NS1A	others
COc1ccc(Cl)cc1S(=O)(=O)NCc1nc2nc(C)cc(C)n2n1	-4%	i	-27%	-4%	32%
O=C1OCCC/C1=C\c1ccc2c(c1)OCO2	2%	0.1%	10%	1%	3%
COc1cc(OC)cc(C(=O)NN2CCOCC2)c1	1%	0.8%	-5%	7%	15%
COc1ccc(-c2nc3ccccc3s2)cc1O	-5%	4.0%	24%	6%	10%
CN(C)CCNCc1ccc(OC2CCCC2)cc1	-5%	i	28%	3%	6%

From PubChem
